Rab9 promoter act = activators of Rab9 promoter. Huh7 Rab9 promoter-luciferase reporter, luminescence, 24 h. Potency, µM (top dose mostly 9.22 µM), inactives show at the highest dose activation, negative = inhibition, usual class: activators. 2.8% of 320,000 active; note: potency is the fitted concentration of half-maximal effect; % of control where 0% means no effect; nearly all actives have a fitted effect of over 60% in size
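Cells were plated at 1500 per well in reduced-serum medium with 10% FBS and left 2 h. Compound in DMSO was then added for 24 h at 37 °C. Reporter signal was read by luminescence after 10 min with luciferase detection reagent.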
Tb PFK inh = inhibitors of T. brucei phosphofructokinase; O15648; T. brucei PFK, ADP-Glo luminescence; Potency, µM (highest dose often 57.5 µM), inactives show at the top dose activity, negative = inhibition, actives largely listed as inhibitors; 0.17% of 330,000 active; AID 485367;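 note: potency is the fitted concentration of half-maximal effect; 0% = uninhibited 1x PFK enzyme wells and -100% = no-enzyme wells; nearly all actives have a fitted effect of over 60% in size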
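Activity is normalized to no-enzyme wells (full inhibition) and 1.25 nM enzyme wells (no inhibition). Reaction: 0.5 mM F6P, 0.1 mM ATP, 45 min RT, ADP-Glo luminescence; concentration-response curves fitted and classed by quality.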
Giardia kill = Giardia lamblia killing | Giardia lamblia trophozoite viability | activity change, % at 7.66 µM, hits read low | 0.15% of 340,000 active | AID 540267; in the data active = activity change below about -80%; inconclusive = between about -30% and that limit;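 note: parasites exposed to compound for two days anaerobically before the ATP read; % is set by controls: 0 for no effect and ±100 for the full control effect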
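Giardia trophozoites, 100 cells per well, were exposed to compounds for 48 hrs at 37 deg C under anaerobic conditions; viability was then read as ATP content by bioluminescence after 15-30 min at room temperature.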
NPC1 prom act = activates the NPC1 promoter; Huh7 NPC1 promoter luciferase reporter, 24 h; Potency, µM (series often up to 9.22 µM), inactives show at the top dose activation, actives largely listed as activators; 2.4% of 320,000 active; AID 485313;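 note: potency is the fitted concentration of half-maximal effect; % of control where 0% means no effect; nearly all actives have a fitted effect of over 60% in size; reporter is driven by a mutant NPC1 promoter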
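Quantitative HTS used a cell-based reporter: Huh7 cells stably bearing the NPC1 promoter upstream of luciferase were treated with compounds for 24 h, and promoter activation was read as luminescence.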
FLuc counter = inhibits or activates purified firefly luciferase, miR-21 counter-screen | Potency, µM (highest dose often 57.5 µM), without a hit: at the top dose activity change, negative = inhibition, hits mostly inhibitors | P08659 | purified FLuc, Km substrates, luminescence inhibition | 6.9% of 360,000 active;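 note: potency is the fitted concentration of half-maximal effect; plate controls were vehicle for no effect and reference inhibitor for full effect; nearly all actives have a fitted effect of over 55% in size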
Target sequence (P08659 whole entry, looked up): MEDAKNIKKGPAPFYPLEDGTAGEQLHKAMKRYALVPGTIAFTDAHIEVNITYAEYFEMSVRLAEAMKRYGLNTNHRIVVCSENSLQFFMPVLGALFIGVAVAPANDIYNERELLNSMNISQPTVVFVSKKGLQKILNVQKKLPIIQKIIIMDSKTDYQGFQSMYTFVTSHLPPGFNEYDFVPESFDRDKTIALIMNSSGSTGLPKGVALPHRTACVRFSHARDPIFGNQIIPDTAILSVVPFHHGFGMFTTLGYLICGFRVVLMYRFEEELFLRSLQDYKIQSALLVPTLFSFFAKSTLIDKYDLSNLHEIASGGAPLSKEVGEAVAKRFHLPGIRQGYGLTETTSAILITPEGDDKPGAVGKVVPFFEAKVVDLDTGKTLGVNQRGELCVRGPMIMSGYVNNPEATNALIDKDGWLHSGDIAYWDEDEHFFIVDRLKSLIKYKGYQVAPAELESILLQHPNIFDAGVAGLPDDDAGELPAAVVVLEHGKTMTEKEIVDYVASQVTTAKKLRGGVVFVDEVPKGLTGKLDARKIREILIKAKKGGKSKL
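Biochemical qHTS of compounds, final roughly 60 µM downward over six points, against 10 nM purified firefly luciferase using Km concentrations of substrates (10 uM D-luciferin, 10 uM ATP) in Tris acetate pH 7.5 buffer; luminescence output.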
ELG1 genotoxic = genotoxicity induction in ELG1-luciferase HEK293T cells; HEK293T ELG1-luciferase reporter, luminescence, 16 h; Potency, µM (doses to about 46 µM), for inactives: top-dose activity change, positive = activation, usual class: activators; 1.3% of 330,000 active; note: potency is the fitted concentration of half-maximal effect; % of control where 0% means no effect; nearly all actives have a fitted effect of over 60% in size
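DMSO vehicle served as control against compound-treated ELG1-luciferase HEK293T cells; exposure lasted 16 hr at 37 °C and 5% CO2, followed by ONE-Glo luminescence detection after 30 min.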
VP16 counter = Gal4-VP16 reporter inhibition counter-screen; Drosophila S2 Gal4-VP16 UAS-luciferase, luminescence, 20 h; Potency, µM (doses to about 53.6 µM), without a hit: at the top dose activity, negative = inhibition, usual class: inhibitors; 3.5% of 310,000 active; AID 2546;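 note: Gal4-VP16 expression switched on by copper sulfate through the metallothionein promoter; potency is the fitted concentration of half-maximal effect; % is set by controls: 0 for no effect and ±100 for the full control effect; nearly all actives have a fitted effect of over 50% in size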
KCNH2 3.1 inh = inhibitors of human KCNH2 3.1 potassium channel isoform | U2OS KCNH2 3.1, thallium flux FluxOr; stronger effect = lower value | activity change, % (tested at about 1.8 µM) | 0.95% of 340,000 active | AID 720553;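 active = maximum activity change below -70%; inconclusive = maximum activity change from -70% to -50%; inactive = maximum activity change above -50%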;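 note: thallium influx rate constant from kinetic fluorescence after stimulation buffer; % is set by controls: 0 for no effect and ±100 for the full control effect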
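Steps: virus added to U2OS suspension (4 h, RT, dark); medium with 10% FBS added, cells plated, 37 C overnight; FluxOr/Red40 loading buffer 45 min RT; stimulation buffer, 2 min kinetic read; rate constant normalized.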
RORg inh = ROR gamma (mouse) transcription inhibition | P51450 | Drosophila S2 Gal4-RORgamma UAS-luciferase reporter, 20 h | Potency, µM (highest dose often 53.6 µM), inactives show top-dose activity change, negative = inhibition, actives largely listed as inhibitors | 5.4% of 310,000 active | AID 2551; note: potency is the fitted concentration of half-maximal effect; % is set by controls: 0 for no effect and ±100 for the full control effect; nearly all actives have a fitted effect of over 60% in size
Target sequence (P51450 whole entry, looked up, the tested form may be a part): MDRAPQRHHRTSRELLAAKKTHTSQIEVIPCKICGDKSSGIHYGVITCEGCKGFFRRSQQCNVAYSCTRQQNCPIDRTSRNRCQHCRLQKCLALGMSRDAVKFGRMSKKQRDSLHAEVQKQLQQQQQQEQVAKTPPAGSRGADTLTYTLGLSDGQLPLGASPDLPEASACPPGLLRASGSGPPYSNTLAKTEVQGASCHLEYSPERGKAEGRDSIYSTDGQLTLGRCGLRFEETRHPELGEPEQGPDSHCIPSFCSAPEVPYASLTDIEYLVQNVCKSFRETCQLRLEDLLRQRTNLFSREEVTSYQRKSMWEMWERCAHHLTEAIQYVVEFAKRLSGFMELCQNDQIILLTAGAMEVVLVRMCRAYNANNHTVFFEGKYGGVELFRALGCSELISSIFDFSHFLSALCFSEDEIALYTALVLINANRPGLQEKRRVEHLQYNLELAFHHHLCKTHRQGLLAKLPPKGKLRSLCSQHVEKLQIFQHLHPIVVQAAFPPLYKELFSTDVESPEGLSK
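Stably transfected Drosophila Schneider cells are the test system, with ROR gamma fused to Gal4 and luciferase under UAS control; luminescence is read after 20 hr of 700 uM copper sulfate induction at ambient temperature.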
uPA surface inh = cell surface uPA generation inhibition; cell surface uPA generation assay, qHTS; Potency, µM (titrated, usually from 38.3 µM), inactives show at the highest dose activity change, negative = inhibition, usual class: inhibitors; 0.31% of 330,000 active; AID 540303; active = well fitted inhibition curve with a large enough effect; inconclusive = small, poorly fitted or top-dose-only effect; inactive = no such curve, though single readings can be large or run the other way; tested in mouse RAW 264.7 cells; note: potency is the fitted concentration of half-maximal effect; % is set by controls: 0 for no effect and ±100 for the full control effect; nearly all actives have a fitted effect of over 55% in size
Coupling enz = inhibits coupling enzyme system, counter-screen for aldolase hits. activity change, negative = inhibition, % at 58.2 µM, hits read low. AID 2472. 0.67% of 290,000 active. coupling enzyme system counterscreen, AmpLite Red fluorescence; in the data active = activity change below about -30%; note: % is set by controls: 0 for no effect and ±100 for the full control effect
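First, compound is pin-transferred into glyceraldehyde-3-phosphate coupling-enzyme reagent at 57.5 uM final and held 10 min at RT. Next, substrate, coupling system and AmpLite Red are added. After 20 min RT, fluorescence (525/598 nm) is read.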
An asterisk follows results filed as active; ? = inconclusive; . = no result given; & = joins results of further samples; [ ] = dose if it differs, or a comment. Unless noted, calls come from the whole dose curve; as a rule, active = well fitted curve in the direction sought with a large enough effect; inconclusive = small, poorly fitted or top-dose-only effect, or another doubt; inactive = no such curve, though single readings can be large; an effect the other way counts as inactive or inconclusive.

SMILES | Rab9 promoter act | Tb PFK inh | Giardia kill | NPC1 prom act | FLuc counter | ELG1 genotoxic | VP16 counter | KCNH2 3.1 inh | RORg inh | uPA surface inh | Coupling enz
CN(CCCNC(=O)CSc1cc(=O)n(C)c2ccc(Cl)cc12)Cc1ccccc1 | -3% | 2% | 2 | -2% | -5% | 30% | 6% | . | -35% | -5% | 1
COc1cc(/C=N/NC(=O)c2cccc(NC(=O)c3ccccc3Cl)c2)ccc1O | -5% | -1% | -2 | 5% | 15µM* | -9% | -11% | -10 | 36% | -24% | -3
COCCNC(=O)c1ccc(C2SCC(=O)N2CCc2ccccc2)cc1 (stereo unspecified) | 4% | -1% | 0 | 6% | 0% | -2% | 27% | -12 | 42% | -4% | -1
COc1cc(NC(=O)c2ccc(NS(=O)(=O)c3c(C)noc3C)cc2)cc(OC)c1 | -9% | -1% | 6 | 3% | 1% | 1% | -10% | -12 | 27% | 0% | 1
CCOC(=O)N1CCN(C(=O)c2ccccc2N(Cc2ccccc2)S(=O)(=O)c2ccccc2)CC1 | -5% | 3% | 8 | -4% | 0% | -23% | 20% | 15 | -25% | 0% | 0
Cc1ccc(S(=O)(=O)Nc2ccc3c(c2)C(=O)NC3=O)cc1[N+](=O)[O-] | -2% | 1% | 14 | -2% | 2% | 1% | 0% | -22 | -16% | 14% | .
CC(=O)c1sc(C(C)(C)C)cc1NC(=O)CCC(=O)O | -5% | 1% | 0 | 1% | 2% | 1% | 10% | 16 | 2% | 0% | 9
Cc1ccccc1-n1ncc(C(C)NS(=O)(=O)c2ccccc2Cl)c1C (stereo unspecified) | 1% | 2% | ? | 1% | -3% | -5% | 24% | 6 | -14% | -8% | .
CC(C)CN(C(=O)C1CCCCC1)C1CCS(=O)(=O)C1 (stereo unspecified) | -4% | 0% | 4 | 0% | 4% | 9% | . | 2 | . | 0% | .
NS(=O)(=O)c1ccc(NC(=O)COC(=O)CSc2n[nH]c(-c3ccccc3)n2)cc1 | 2% | 2% | -9 | -1% | ? | -5% | 10% | 2 | ? | 1% | 3
COc1ccc(/C=C2\SC(=S)N(CCCC(=O)Nc3ccccc3C(=O)O)C2=O)cc1OC | 3% | 3% | -14 | 6% | 3% | -1% | -2% | 14 | 14% | 2% | .
COc1ccc(OCC(=O)NNC(=O)c2cccc(C)c2)cc1 | -9% | 5% | -11 | 1% | 3% | 0% | -2% | . | -2% | 6% | 4
O=C(COC(=O)c1ccc(Cl)c(Cl)c1)Nc1cccnc1Cl | 1% | -6% | 6 | 5% | 4% | 0% | -10% | 3 | 22% | -3% | 1
CCNc1nc(NCC)nc(N/N=C/c2cc(OC)c(OC)c(OC)c2)n1 | 0% | -2% | 19 | -4% | ? | -6% | 0% | 22 | ? | -21% | -2
CCCCSCCCNC(=O)c1cn(CC)c2ccc(S(=O)(=O)N3CCOCC3)cc2c1=O | 12% | -3% | 7 | 0% | 2%&-2% | 2% | -1% | 5 | 18% | 4% | 1
Cc1cccc(OC(=O)c2ccc3nccnc3c2)c1 | -5% | 0% | 10 | 12% | 15µM* | 1% | 12% | -2 | 33% | 7% | 3
CN1C=CC=C/C1=C1\SC(=S)N(c2ccccc2)C1=O | 9% | -1% | -10 | 1% | -5% | 2% | -4% | 10 | -28% | 2% | 0
Cc1nc2ccccc2c2oc(C(=O)N3CCN(C(=O)c4ccco4)CC3)cc12 | -2% | ? | -20 | 0% | -1% | -14% | ? | -15 | -100% | 2% | -2
Cc1nn2c(-c3ccccc3)c(-c3ccccc3)nc2[nH]c1=O | 2% | 1% | 2 | -4% | 5% | -1% | -3% | 1 | -5% | 2% | -4
O=C(Cn1nnc(-c2ccccc2-n2cnnn2)n1)c1ccccc1 | -10% | -2% | -12 | 0% | -1% | 3% | -11% | -12 | 29% | -2% | 2
Clc1ccc(SCCCCn2ccnc2)cc1 | -6% | -6% | -6 | -3% | 3% | -5% | -2% | -20 | -38% | 3% | 2
Cc1ccc(S(=O)(=O)NCc2c(Cl)cccc2Oc2ccccc2)cc1 | 0% | -4% | 8 | -1% | 2% | -7% | -4% | 11 | -23% | 11% | -2
O=C(CCc1ccc(S(=O)(=O)NCc2ccccc2)cc1)NCc1cccnc1 | -4% | -2% | 8 | 0% | -3% | 0% | 12% | 10 | 26% | 0% | 2
NCCCC[C@@H]1NC(=O)[C@H](CCC(=O)O)NC(=O)c2cc([N+](=O)[O-])cc(I)c2NCC[C@@H](C(N)=O)NC1=O | 3% | -1% | 4 | -2% | 1% | 1% | -10% | 4 | -27% | 1% | -8
COc1ccc(NC(=O)CSc2nnc3ccc(-c4ccccn4)nn23)cc1OC | 2% | 0% | 10 | -3% | -1% | -1% | . | 5 | . | 0% | .
COc1ccc(C2N(C(C)=O)CCN2S(=O)(=O)c2ccc(C)cc2)cc1 (stereo unspecified) | 10% | ? | ? | -8% | 0% | -7% | -2% | 5 | -5% | -2% | .
O=C1CCCc2c1cc(C(=O)NCCCN1CCOCC1)c(=O)n2-c1ccc(Cl)cc1 | -2% | -20% | -4 | -1% | 1% | -3% | -1% | 20 | -12% | 3% | -12
O=c1c2ccccc2oc2nc3n(c(=O)c12)CCCS3 | 6% | -7% | -13 | 0% | 3% | 0% | -4% | 5 | -25% | 11% | 3
O=C(CN1CCN(c2ccc(O)cc2)CC1)Nc1cc([N+](=O)[O-])ccc1Cl | -1% | -7% | 14 | 9% | -3% | -3% | ? | 0 | -4% | -5% | -1
Cc1nn(Cc2ccccc2Cl)c(C)c1NC(=O)c1nc2ncccn2n1 | -1% | -1% | -7 | 3% | 1% | 4% | -3% | 10 | -12% | 5% | 0
COc1ccccc1CNC(=O)N1CCN(S(=O)(=O)c2ccccc2)CC1 | -1% | 10% | -9 | 0% | -1% | 1% | 8% | 25 | -27% | -2% | 1
COc1ccccc1NC(=O)C1=C(C)NC(=O)NC1c1ccco1 (stereo unspecified) | -4% | -1% | ? | -5% | 0% | -1% | 8% | -15 | 1% | 6% | 2
COc1ccc(C(=O)N/N=C/c2cc3ccccc3[nH]c2=O)cc1 | -2% | 1% | 32[activator] | -3% | 1% | -7% | 2% | 13 | -28% | 1% | 0
Cc1ccc(/C=C2/SC(=S)N(c3ccc(S(=O)(=O)Nc4nccs4)cc3)C2=O)cc1 | -1% | 0% | -9 | -5% | ? | -6% | 0.79µM* | 7 | 5.6µM* | -4% | 16
CCCCn1c(CCNC(=O)c2ccco2)nc2ccccc21 | -5% | -7% | -6 | 3% | -1% | -1% | -7% | 3 | -16% | -29% | .
CCCc1nc(NCc2ccccc2)c(C#N)c2c1CCCC2 | -7% | 0% | -12 | -5% | 3% | 1% | 7% | . | 20% | 3% | 1
COc1ccc(NC(=O)Cn2nnc(C(=O)NCc3cccs3)c2N)cc1OC | 1% | -2% | 0 | 1% | 2% | 1% | -10% | 1 | -9% | 4% | 3
CCOC(=O)C(/C(N)=N/C(=O)Nc1ccccc1)=C(\C)O | 1% | 3% | -9 | 6% | 6µM* | 4% | 20% | 8 | 8% | 10% | -1
CNC(=O)CSc1nnnn1-c1ccc2c(c1)OCCO2 | -3% | -6% | -4 | 6% | -4% | 0% | -9% | 11 | 7% | 6% | -1
CCOc1ccccc1CN1CCN(Cc2csc(C(C)=O)c2)CC1CCO (stereo unspecified) | 0% | 2% | 15 | -7% | 0% | -1% | 2% | 1 | -4% | 3% | 2
Cc1occc1-c1nnc(SCC(=O)Nc2ccc(F)cc2)n1C | 0% | 5% | -12 | 1% | -2% | -12% | 15% | -1 | 10% | 2% | 0
COC(=O)C(Cc1cnc(Cl)s1)(C(=O)OC)c1ccc([N+](=O)[O-])cc1 | -2% | 3% | -17 | 0% | 6% | 0% | -3% | -32 | -27% | -2% | 1
O=C(C[C@@H]1C/C=C/CCCC(=O)O[C@H](c2ccccc2)CNC1=O)N[C@H](CO)Cc1ccccc1 | . | 5% | -7 | . | . | 0% | . | -2 | . | -1% | .
O=C(CN1C(=O)C2CCCCC2C1=O)Nc1nc2ccc(F)cc2s1 (stereo unspecified) | -2% | -5% | -1 | 1% | -7% | -7% | . | -30 | . | 3% | .
Cc1ccc2cc(C#N)c(SCC(=O)N3CCCc4ccccc43)nc2c1 | -4% | 4% | -28 | 0% | -1% | 2% | -19% | 4 | -1% | -3% | 2
COc1ccc(OC)c(S(=O)(=O)N2CCC(C(=O)N3CCOCC3)CC2)c1 | -4% | -1% | 7 | -9% | -2% | 4% | -1% | -3 | 14% | -1% | 2
CCC(C(=O)NCCCN(CC)Cc1ccccc1)n1nc(C)c2sc3ccccc3c2c1=O (stereo unspecified) | -1% | -2% | -7 | -8% | 4% | -1%[9.26 µM] | -3% | -18 | 1% | ? | 2

The order is random (roughly 14% active in at least one column).
